CHOP inhibitor = CHOP inhibition in unfolded protein response; actives 3.8% (n = 220,000); inhibition, % at 10 µM; CHO-K1 CHOP-promoter luciferase, tunicamycin-induced, 15-18 h;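 active = compounds that reduced the stress-induced luciferase reporter signal by more than about 70% of percent inhibition, limit read from the data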;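 also: 0% = tunicamycin plus vehicle and 100% = wells without tunicamycin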
Wee1 degr inh = inhibitors of human Wee1 degradation; AID 1321; HeLa Luc-Wee1K328M stability, luciferase luminescence; 100% = proteasome inhibitor MG132 effect; reporter increase, % at 5 µM; actives 1.2% (n = 220,000);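 active = activation above the mean of all tested compounds plus 3 SD, set per screening run, cut at about 8.8% in these data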;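 also: cells exposed to compound for 20 h before luminescence read; 0% = DMSO alone and 100% = MG132 at 30 µM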
Target sequence (P30291 whole entry K328M): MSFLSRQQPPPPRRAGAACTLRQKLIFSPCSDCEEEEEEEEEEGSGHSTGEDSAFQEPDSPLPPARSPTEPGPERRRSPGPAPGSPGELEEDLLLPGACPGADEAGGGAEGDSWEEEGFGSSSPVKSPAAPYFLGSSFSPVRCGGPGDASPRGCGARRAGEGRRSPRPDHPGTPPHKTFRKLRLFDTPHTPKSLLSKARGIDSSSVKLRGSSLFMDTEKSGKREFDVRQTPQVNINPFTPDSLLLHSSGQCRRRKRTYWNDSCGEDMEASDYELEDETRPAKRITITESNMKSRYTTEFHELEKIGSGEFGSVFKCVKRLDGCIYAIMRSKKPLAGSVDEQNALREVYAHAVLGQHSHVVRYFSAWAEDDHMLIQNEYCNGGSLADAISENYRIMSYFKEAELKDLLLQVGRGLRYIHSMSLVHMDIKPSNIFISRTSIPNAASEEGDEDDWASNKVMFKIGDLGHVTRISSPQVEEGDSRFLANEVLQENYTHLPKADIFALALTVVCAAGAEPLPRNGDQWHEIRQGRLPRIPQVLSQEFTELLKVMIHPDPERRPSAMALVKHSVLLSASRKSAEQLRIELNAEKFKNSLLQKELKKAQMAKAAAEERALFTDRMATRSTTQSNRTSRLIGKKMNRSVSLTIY
PPC-1+TRAIL kill = PPC-1 cancer cell killing with TRAIL present. actives 0.41% (n = 220,000). cell killing (% activity), % at 4 µM. PPC-1 cells + TRAIL, ATPLite viability luminescence;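 active = cell killing above 50% in the first pass at 4 µM, then a duplicate retest at 5 µM averaging 50% or more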;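 also: plate controls were cells with TRAIL plus DMSO for no effect and medium-only wells lacking cells for full effect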
TRPN1 ag = agonists of zebrafish TRPN1 channel; activation, % at 3 µM; actives 0.18% (n = 220,000); AID 1424; HEK293 zebrafish TRPN1-YFP, Fluo-8 calcium fluorescence; 100% = response to 87 µM carbachol;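 active = activation above its plate's cutoff, the mean activation of test wells on that plate plus 3 SD, cut at about 19% in these data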;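 also: 0% = DMSO alone and 100% = 87 µM carbachol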
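Material – zebrafish TRPN1-YFP in HEK293 cells · Doses – 3 µM single point · Schedule – dye 1 h 37 °C plus 30 min RT · Signal – Fluo-8 calcium fluorescence, excitation 470-495 nm, emission 515-575 nm · Read-out – % activation versus carbachol response · Control set – carbachol high, DMSO low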
BaF3 parental = parental Ba/F3 viability inhibition as JAK2V617F counter-screen; CellTiter-Glo ATP luminescence; inhibition, % at 5.6 µM; actives 1.1% (n = 220,000); AID 1486;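 active = inhibition above a per-campaign cutoff, the mean inhibition of all tested compounds plus 3 SD, cut at about 27% in these data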;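 also: 0% = DMSO wells and 100% = JAK Inhibitor I control wells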
TRPML3 agonist = activates the human TRPML3 channel; Q8TDD5; HEK293 TRPML3-YFP, Fluo-8 calcium fluorescence; 100% = the carbachol control signal; activation, % at 3 µM; actives 0.29% (n = 220,000); AID 1448;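 active = activation above its plate's cutoff, the mean activation of the plate's test wells plus 3 SD, cut at about 12% in these data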;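 also: 0% = DMSO only wells and 100% = carbachol wells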
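Test system: TRPML3-YFP stable HEK293 cells. Doses: single point at 3 µM. Incubation: dye loading 1 h 37 °C then 30 min ambient, 125 s read. Signal: Fluo-8 calcium dye fluorescence, ex 470-495, em 515-575 nm. Measure: percent activation from peak-to-basal fluorescence ratio, scaled between DMSO and carbachol.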
TNF death inh = blocks TNF-alpha induced death of Jurkat FADD-/- cells. Jurkat FADD-/- TNF necroptosis rescue, ATP luminescence, 24 h; 0 = TNF only, 100 = no-TNF cells. activation (protection from cell death), % at 10 µM. actives 0.068% (n = 220,000);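 active = activation, meaning protection from cell death, of at least 50% relative to plate controls; inactive = activation below 50%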;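 also: necroptosis triggered by 40 ng/mL TNF-alpha added together with compound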
RBBP9 inhibitor = inhibitors of human serine hydrolase RBBP9; actives 0.2% (n = 220,000); recombinant RBBP9, FP-Rh probe fluorescence polarization; inhibition, % at 7.94 µM;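 active = inhibition above the campaign mean of all tested compounds plus 3 SD, cut at about 14% in these data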;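 also: plate controls were DMSO wells with RBBP9 for no effect and wells lacking RBBP9 protein for full effect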
Target sequence (O75884 whole entry, looked up): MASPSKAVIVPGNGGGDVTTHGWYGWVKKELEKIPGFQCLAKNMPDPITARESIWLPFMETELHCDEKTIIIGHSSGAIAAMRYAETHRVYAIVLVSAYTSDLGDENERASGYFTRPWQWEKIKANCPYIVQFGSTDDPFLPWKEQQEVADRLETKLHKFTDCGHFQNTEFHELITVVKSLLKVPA
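Material: RBBP9 protein. Amount: RBBP9 at 2.5 µM in dispensed solution, before mixing. Schedule: 30 min then 45 min, 25 °C. Medium: Tris buffer pH 8.0, NaCl, Pluronic. Measured by: fluorescence polarization. Measure: percent inhibition from mP, scaled between DMSO and no-protein wells. Replication: one well per compound.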
Ba/F3 V617F tox = reduce viability of Ba/F3 cells dependent on JAK2V617F. Ba/F3 EpoR-JAK2V617F viability, ATP luminescence. inhibition, % at 5.6 µM. actives 1.1% (n = 220,000). AID 1446;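 active = inhibition above the campaign mean plus 3 SD over all tested compounds, cut at about 24% in these data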;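 also: cytokine-independent growth of Ba/F3 cells driven by EpoR plus mutant JAK2; 0% = DMSO-treated cells and 100% = JAK inhibitor I control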
An asterisk follows results filed as active; . = not tested or not shown; [ ] = remark or other dose.

SMILES | CHOP inhibitor | Wee1 degr inh | PPC-1+TRAIL kill | TRPN1 ag | BaF3 parental | TRPML3 agonist | TNF death inh | RBBP9 inhibitor | Ba/F3 V617F tox
Cc1ccc(C)c(OCc2ccc(C(=O)N3N=C(C(F)F)CC3(O)C(F)F)o2)c1 (centres undefined) | 108* | -3 | 4 | -0.1 | 2 | 0.4 | 2.1 | -12 | -1
COc1cc(C(=O)NCc2ccc(-c3nc4ccccc4o3)cc2)cc(OC)c1OC | 71* | 2 | 4 | -1.2 | 6 | 1.4 | -2.2 | -14 | 3
Cc1ncsc1CCOC(=O)C1C2CC3CC(C2)CC1C3 (centres undefined) | 47 | 0 | 19 | -0.2 | 3 | 0.0 | 0.2 | -8 | -2
O=C(NCC(=O)N(CC1CCCO1)C1(C(=O)NC2CCCCC2)CCCCC1)c1ccccc1 (centres undefined) | 22 | 5 | -12 | -0.8 | 0 | -0.5 | -0.3 | -7 | -4
COc1cc(CNn2cn[nH]c2=S)cc(Br)c1OCc1ccccc1F | -4 | -2 | -9 | 1.8 | 7 | 0.5 | -4.2 | 0 | 5
CCN(CC)C(=O)Cn1cc(SCC(=O)NCc2ccco2)c2ccccc21 | 6 | -1 | 14 | -0.2 | 3 | 0.1 | 2.5 | -7 | -4
Nc1nnc(SCC(=O)Nc2cc(S(=O)(=O)N3CCOCC3)ccc2Cl)s1 | 4 | -3 | 27 | 0.5 | 6 | -0.1 | 1.0 | 6 | 1
CN(C)S(=O)(=O)c1cc(NC(=O)COC(=O)C2COc3ccccc3O2)ccc1Cl (centres undefined) | 6 | -2 | 3 | 1.3 | 0 | 0.9 | 1.8 | -6 | 1
Cc1csc2ncnc(NC3CCN(Cc4ccccc4)CC3)c12 | 64 | -2 | 16 | 10 | 61* | 4.5 | -18 | 2 | 55*
Cc1ccc(N2C(=O)Nc3ccccc3C2(O)C(=O)N2CCN(c3ccccn3)CC2)cc1C (centres undefined) | 1 | 0 | 11[5 µM] | -0.3 | 5 | 0.8 | 1.1 | 1 | -2
O=C(Cn1nnc2ccccc2c1=O)N[C@@H](Cc1ccccc1)C(=O)O | 10 | 4 | -10 | 0.9 | 0 | -0.2 | -0.7 | -2 | 4
CCOCCCNC(=O)c1cccs1 | 3 | 1 | 9 | -0.4 | 0 | 0.2 | -2.3 | -3 | -5
COC(=O)c1ccc(C#Cc2ccccc2)o1 | -2 | 4 | 2 | -0.8 | -1 | 0.3 | 1.3 | 0 | -5
CC(C)COc1ccc(C(=O)NC(CC(C)C)C(=O)O)cc1 (centres undefined) | 11 | -1 | -5 | -0.4 | 7 | -0.9 | 0.1 | -13 | 3
Cc1n[nH]c(C)c1CCC(=O)N/N=C/c1cccs1 | -5 | 2 | 12 | 0.6 | -3 | 0.3 | 4.5 | -5 | 3
c1ccc(N2CCCCC2)c(NC2=NCCC2)c1 | 5 | 3 | -5 | 0.4 | 0 | 0.3 | 1.7 | -6 | -1
CCCCOC(=O)Nc1nnc(CC)s1 | -5 | 1 | 34 | -0.5 | 4 | 0.0 | -0.1 | 5 | 0
COC(=O)c1cnn(-c2ccc(Cl)cc2)c1/C=N/NC(N)=S | -2 | -1 | 2 | 6.1 | -1 | 3.9 | -9.3 | -12 | -1
CC1(C)NC(=O)N(CC(O)CN2CCCCC2)C1=O (centres undefined) | 20 | -1 | 8 | -0.1 | 2 | -0.5 | -0.8 | -6 | -1
Cc1ccsc1/C=C1/SC(N2CCOCC2)=NC1=O | 7 | 4 | 5 | -1.1 | 2 | 0.5 | 0.7 | 0 | -4
NC(=O)c1ccccc1N(Cc1ccccc1)S(=O)(=O)c1ccccc1 | -23 | 1 | 22 | -0.9 | 0 | 0.4 | -0.3 | -10 | -1
Cc1ccc(C)c2[nH]c(=O)c(C(c3nnnn3CCc3ccccc3)N3CCOCC3)cc12 (centres undefined) | 55 | -4 | 1 | 2.3 | 4 | 1.0 | -0.7 | -2 | 2
CC1Oc2ccccc2N(CC(=O)c2ccc(F)cc2)C1=O (centres undefined) | 7 | 1 | 0 | 0.2 | 7 | -0.2 | 0.1 | -10 | 2
COc1ccc(S(=O)(=O)N2CCC[C@H]2C(=O)NC2=NCCS2)cc1 | 10 | 1 | 4 | -0.8 | 0 | 0.7 | -0.8 | -5 | 2
O=c1[nH]ncc(NCCc2ccccc2)c1Cl | 26 | 0 | 9 | 0.6 | 4 | 0.3 | 0.8 | -9 | -3
O=C(Nc1ccc(Cl)cn1)c1cccc(F)c1 | . | 4 | -10 | 1.5 | 18 | -0.1 | -7.7 | -8 | 18
Clc1ccc(/C=N\Nc2ccccc2)cc1 | 12 | 0 | 11 | 1.5 | -7 | 0.6 | 0.4 | -4 | 0
CCCCn1c(=N)n(CC(=O)c2ccc(OC)cc2)c2ccccc21 | -2 | -2 | 2 | -0.1 | 2 | 0.1 | -28 | -4 | 7
CCc1noc(N)c1C(=O)Nc1ccc(F)c(Cl)c1 | -13 | 1 | 22 | -0.1 | 0 | -0.5 | 0.8 | -1 | 5
CN(C(=O)COc1ccccc1C(=O)NCCc1ccccc1)c1ccccc1 | -19 | 4 | -1 | -0.1 | 6 | -0.5 | 2.3 | -9 | 1

Just RBBP9 inhibitor, PPC-1+TRAIL kill and Ba/F3 V617F tox, for two of the compounds above:
| mol | RBBP9 inhibitor | PPC-1+TRAIL kill | Ba/F3 V617F tox |
| --- | --- | --- | --- |
| O=c1[nH]ncc(NCCc2ccccc2)c1Cl | -9 | 9 | -3 |
| O=C(Nc1ccc(Cl)cn1)c1cccc(F)c1 | -8 | -10 | 18 |

Next part:
SMILES | CHOP inhibitor | Wee1 degr inh | PPC-1+TRAIL kill | TRPN1 ag | BaF3 parental | TRPML3 agonist | TNF death inh | RBBP9 inhibitor | Ba/F3 V617F tox
CCOC(=O)c1cc(NC(=O)c2cnccn2)cc(C(=O)OCC)c1 | 37 | -2 | 10 | 0.6 | 5 | 1.0 | -0.5 | -12 | 2
Cc1nc2sc(C#N)c(N)c2c2c1CCCC2 | . | 1 | -15 | -0.5 | 7 | -1.3 | -2.4 | -2 | 3
CCN(CC)S(=O)(=O)c1ccc(N2CCOCC2)c(NC(=O)CC(C)(C)C)c1 | -11 | 0 | 10 | 0.7 | -1 | 0.1 | 0.2 | -1 | 3
COc1cc2c(cc1OC)C1(Nc3c-2c(Cc2ccccc2)nn3-c2ccccc2)C(=O)Nc2ccccc21 (centres undefined) | 63 | -2 | 16 | 1.4 | 7 | 0.2 | -4.2 | -4 | -2
O=S(=O)(c1ccc2ccccc2c1)N1CCN(C(=S)Nc2ccccc2F)CC1 | 8 | 1 | -24 | 3.0 | -5 | -0.4 | 0.7 | -8 | -4
BrC(=C\c1ccccc1)/C=N/Nc1nc2ccccc2[nH]1 | 13 | 0 | 4 | 0.5 | 3 | 0.0 | -8.9 | -6 | -2
COc1ccc(/C=C(\NC(=O)c2ccc(C)cc2)C(=O)NCC2CCCO2)cc1 (centres undefined) | 7 | 0 | 21 | -0.1 | 6 | 0.4 | 0.9 | -1 | 0
CCSc1nnc(-c2cccc(S(=O)(=O)N(CC)CC)c2)n1Cc1ccccc1 | 1 | -1 | -1 | 0.4 | 7 | 1.3 | -12 | 2 | 3
CC1Oc2ccccc2C=C1/C=N/NC(=O)c1ccncc1 (centres undefined) | 7 | 2 | 12 | 3.8 | 0 | 2.7 | -3.6 | 1 | 0
Cc1ccc(N2CC(C(=O)NCc3ccc(C)n3C)CC2=O)cc1 (centres undefined) | 5 | -3 | 8 | 1.0 | 2 | -0.2 | 0.0 | -9 | 1
O=C(c1cccnc1)N1CCN(S(=O)(=O)c2ccc(F)cc2)CC1 | -2 | 0 | 5 | 1.5 | 12 | 0.0 | -0.8 | -9 | -2
C=CCNc1oc(-c2ccc(OCC)cc2)nc1C#N | -32 | 1 | 18 | 0.7 | 7 | -0.8 | -1.6 | -5 | -1
N#CCc1nn(-c2ccccc2)c(N)c1C#N | 9 | 0 | 16 | 0.3 | 2 | 0.2 | -2.8 | -7 | 0
Cc1nn(-c2ccccc2)c(Cl)c1CN(C(=O)CCl)c1cccc2ccccc12 | -70 | -3 | -3 | -1.3 | 3 | -1.1 | -10 | -9 | 5
COc1cc(/C=C2/C(=O)NN(c3cccc(F)c3)C2=O)ccc1OC(=O)c1ccco1 | -7 | -3 | 0 | 0.7 | 5 | 0.4 | 1.0 | -5 | -3
CCOC(=O)N1CCN(C(=O)c2ccccc2NC(C)=O)CC1 | 4 | 0 | . | 1.6 | 0 | 0.8 | 1.0 | -3 | 1
O=C(Nc1nccs1)c1sc2cc(Cl)ccc2c1Cl | 62 | 0 | 27 | 1.4 | 6 | 1.2 | -4.1 | -3 | 0
CCc1ccc(CNC(=O)Cn2nc(-c3ccccc3)ccc2=O)cc1 | -1 | -1 | -5 | 0.3 | 1 | 1.1 | 0.2 | 1 | -3
Cc1ccccc1OCc1nnc(SCC(=O)NCc2ccccc2)n1C | 38 | -3 | 12 | 0.9 | -3 | -0.8 | -1.5 | -7 | -4
CCCP(=O)(CC(=O)N(CC)CC)c1ccccc1 (centres undefined) | 26 | -4 | -6 | 2.0 | 2 | 0.2 | -1.1 | -2 | 5
Cc1noc(-c2ccc(Cl)cc2)c1C(=O)O/N=C(\N)c1ccc(C(C)(C)C)cc1 | 80* | 6 | 10 | 3.3 | -5 | 0.8 | -19 | -3 | -2
CCOc1cc(C(=O)OCC(=O)Nc2cccc(C)c2)ccc1OCC(=O)N1CCOCC1 | 5 | -3 | -6 | -0.6 | 3 | 0.9 | 2.5 | -6 | -2
CCOC(=O)C1CCN(CC(=O)c2c(C)[nH]c3ccccc23)CC1 | 25 | 1 | 2 | -0.7 | 7 | 0.3 | 0.1 | -3 | 0
CCOC(=O)N1CCC(NC(=O)Cn2ncc3ccccc32)CC1 | 29 | -4 | 1 | 1.1 | 2 | -0.2 | -1.8 | -2 | -1
CC(C)CN(C(=O)CN1CCN(c2ccc(F)cc2)CC1)c1c(N)n(CC(C)C)c(=O)[nH]c1=O | 11 | 4 | 13 | 0.0 | -3 | 0.1 | 1.8 | -10 | -5
O=C(c1cccs1)n1nc(NCc2ccccc2)nc1NCc1ccccc1 | 5 | -2 | 6 | 0.1 | -1 | 0.5 | 3.6 | 5 | -2
COc1ccc(C2Nc3cccc4cccc(c34)N2)cc1 | -91 | 2 | 9 | 0.6 | -4 | -0.1 | -3.2 | 25* | 18
O=C1NC2(CCC3(CC2)OCCO3)NN1c1ccc(Cl)cc1 | 37 | 7 | 8 | 0.7 | 6 | 0.3 | 0.6 | 5 | 0

Assay outcomes (PubChem BioAssay)
